Bioassay records (PubChem)
DRD3 antagonist – D3 dopamine receptor (human) antagonism | P35462 | D3R cells, DiscoveRx beta-arrestin luminescence, antagonist mode; hits give low values | max response, negative = inhibition, % | actives 2.5% (n = 360,000); in the data active = max response below about -50%; inconclusive = no clear call, values can overlap the other calls; note: % is set by controls: 0 for no effect and ±100 for the full control effect; mostly tested at two doses, the higher about 12 µM
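Cells expressing the human receptor were seeded at 1500 cells/well, incubated overnight at 37 degrees C in 5% CO2, then exposed to library compounds with dopamine controls for 90 minutes at 37 degrees C before luminescent detection.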
aSyn rescue – alpha-synuclein toxicity inhibition in yeast; Yeast expressing alpha-synuclein, growth rescue, BacTiter-Glo, 24 h; Potency, µM (titrated, usually from 46.1 µM), inactives show at the highest dose growth rescue (activation), usual class: activators; actives 0.14% (n = 370,000); AID 652106; note: potency is the fitted concentration of half-maximal effect; % of control where 0% means no effect; nearly all actives have a fitted effect of over 65% in size
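Rescue of yeast growth: cells expressing toxic alpha-synuclein, induced in galactose at OD600 0.02, incubated with compound 24 h at 30 C. ATP luminescence quantified growth; inhibitors of toxicity appear as activators.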
Abeta yeast res – A-beta toxicity reversal in yeast; actives 0.063% (n = 410,000); Potency, µM (series often up to 46.1 µM), for the others: at the highest dose growth rescue, usual class: activators; yeast expressing A-beta42, growth rescue, OD600, 48 h; response scale: 0% DMSO, 100% iron-clioquinol control; note: potency is the fitted concentration of half-maximal effect; nearly all actives have a fitted effect of over 55% in size
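Growth rescue measured by 600 nm absorbance after 48 h yeast culture at 30 C with compound. Values normalized between DMSO and an equimolar ferric chloride plus clioquinol control.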
DRD3 agonist – D3 dopamine receptor (human) agonism | P35462 | D3R DiscoveRx beta-arrestin cells, luminescence, 90 min | max activation, % | actives 0.58% (n = 410,000) | AID 652048; in the data active = max activation above about 30%; note: 0% is about no effect; mostly tested at two doses, the higher about 12 µM
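Agonist mode: compounds and dopamine controls were applied to plated cells for 90 min at 37 degrees C after an overnight attachment at 1500 cells/well. Luminescent read-out followed 30 - 60 minutes at room temperature with DiscoveRx detection reagent.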
EPAC2 agonist – activates human EPAC2 exchange factor; Q8WZA2; EPAC2 activation, biochemical qHTS; response scale: 100% = 6.5 mM cAMP response; Potency, µM (titrated, usually from 154 µM), inactives show top-dose activation, most hits filed as activators; actives 0.079% (n = 360,000); AID 720711; note: potency is the fitted concentration of half-maximal effect; nearly all actives have a fitted effect of over 50% in size
Target sequence (Q8WZA2 whole entry, looked up): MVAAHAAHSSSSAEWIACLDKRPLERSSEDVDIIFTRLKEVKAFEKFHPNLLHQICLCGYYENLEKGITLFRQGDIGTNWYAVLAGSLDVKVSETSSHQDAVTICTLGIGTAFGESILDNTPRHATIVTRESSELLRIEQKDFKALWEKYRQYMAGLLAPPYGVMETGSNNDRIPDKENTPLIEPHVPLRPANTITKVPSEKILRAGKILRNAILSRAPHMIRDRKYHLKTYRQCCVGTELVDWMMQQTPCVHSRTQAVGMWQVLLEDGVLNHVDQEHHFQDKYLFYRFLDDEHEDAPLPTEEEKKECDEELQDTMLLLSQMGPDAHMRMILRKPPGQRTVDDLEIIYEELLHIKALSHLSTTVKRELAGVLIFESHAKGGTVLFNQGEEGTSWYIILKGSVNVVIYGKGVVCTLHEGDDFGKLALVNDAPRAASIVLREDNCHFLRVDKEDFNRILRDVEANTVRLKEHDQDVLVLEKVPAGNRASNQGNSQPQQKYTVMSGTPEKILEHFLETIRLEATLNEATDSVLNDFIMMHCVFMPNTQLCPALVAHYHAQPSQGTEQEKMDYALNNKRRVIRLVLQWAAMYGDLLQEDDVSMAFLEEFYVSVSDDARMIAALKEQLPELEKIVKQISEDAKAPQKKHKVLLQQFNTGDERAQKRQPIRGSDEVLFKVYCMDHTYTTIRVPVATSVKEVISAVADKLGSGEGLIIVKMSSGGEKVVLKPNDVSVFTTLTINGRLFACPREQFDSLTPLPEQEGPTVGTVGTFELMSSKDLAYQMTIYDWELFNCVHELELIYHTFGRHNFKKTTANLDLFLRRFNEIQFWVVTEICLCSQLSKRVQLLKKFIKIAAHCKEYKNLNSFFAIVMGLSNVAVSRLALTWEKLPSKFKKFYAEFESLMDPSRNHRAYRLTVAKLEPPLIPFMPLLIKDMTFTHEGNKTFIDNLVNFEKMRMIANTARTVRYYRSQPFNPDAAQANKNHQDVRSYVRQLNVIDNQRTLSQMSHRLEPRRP
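Each well held 100 nM EPAC2, 250 nM RAP1B-BODIPY-GDP and 50 uM GDP. Fluorescence, read at 5-min intervals to 30 min, was referenced to a 6.5 mM cAMP positive control.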
FUS yeast rescue – rescues growth of FUS-expressing yeast; S. cerevisiae FUS-expressing, growth rescue, OD600, 24 h; Potency, µM (titrated, usually from 76.6 µM), for inactives: at the highest dose growth rescue (activation), most hits filed as activators; actives 0.24% (n = 390,000);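 note: potency is the fitted concentration of half-maximal effect; plate controls were DMSO vehicle for no effect and reference control for full effect; nearly all actives have a fitted effect of over 55% in size; some results filed as inactive show a strong effect at the top dose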
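Yeast expressing FUS under galactose induction, OD 0.005 in 2% galactose medium; compounds in a dilution series, 24 h at 30C. Growth rescue by absorbance at 600 nm; CP55940 positive control, DMSO negative.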
TDP43 rescue – TDP-43 toxicity inhibition in yeast. Potency, µM (doses to about 46.1 µM), without a hit: top-dose growth rescue (activation), actives largely listed as activators. actives 1.8% (n = 410,000). TDP-43 expressing yeast growth rescue, BacTiter-Glo, 24 h. AID 652104; note: potency is the fitted concentration of half-maximal effect; % of control where 0% means no effect; nearly all actives have a fitted effect of over 50% in size
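In this qHTS, compounds that restore growth of yeast expressing TDP-43 appear as activators. Cells (OD600=0.02, galactose medium, raffinose-pregrown) are incubated with compound 24 hr at 30 deg C and growth is quantified by BacTiter-Glo.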
EPAC2 antagonist – antagonists of human EPAC2; Q8WZA2; EPAC2 GEF exchange of Rap1B-BODIPY-GDP, fluorescence; Potency, µM (series often up to 114 µM), for inactives: top-dose activity, negative = inhibition, most hits filed as inhibitors; actives 0.18% (n = 360,000); note: potency is the fitted concentration of half-maximal effect; % is set by controls: 0 for no effect and ±100 for the full control effect; nearly all actives have a fitted effect of over 45% in size; many of its hits are not listed in these tables
An asterisk follows results filed as active; ? = inconclusive; · = not tested or not shown; [ ] = another dose, or the depositor's remark. Unless noted, calls come from the whole dose curve; as a rule, active = well fitted curve in the direction sought with a large enough effect; inconclusive = small, poorly fitted or top-dose-only effect, or another doubt; inactive = no such curve, though single readings can be large; an effect the other way counts as inactive or inconclusive. An excerpt; count on the stated rates, not on these rows.

No. | compound | DRD3 antagonist | aSyn rescue | Abeta yeast res | DRD3 agonist | EPAC2 agonist | FUS yeast rescue | TDP43 rescue | EPAC2 antagonist
1 | CSc1nc2c(c(=O)[nH]c(=O)n2C)n1CCCc1ccccc1 | -23 | -1% | -3% | -4 | 2% | 9% | 6% | -7%
2 | Cc1ccc(S(=O)(=O)NCC(=O)OCC(=O)N2N=C(c3ccc(Cl)cc3)CC2c2ccco2)cc1C (stereo unspecified) | -17 | 0% | -6% | 0 | 10% | · | -12% | 6%
3 | CNC(=O)N(O)C1N(C)C(=O)N(Cc2ccccc2)C1(C)C (stereo unspecified) | -16 | -11% | 6% | 10 | 1% | 22% | -16% | 16%
4 | O=C(NCCc1cccc(Cl)c1)c1cccnc1 | 6 | -5% | 17% | 3 | 4% | 14% | 12% | -3%
5 | CCOC(=O)N1CCN(C(=O)Cc2ccccc2OC)CC1 | 1 | 4% | 8% | -4 | 8% | -1% | -4% | 11%
6 | O=C1Cn2c(nc3ccccc32)N1c1ccccc1F | 11 | 0% | 12% | 3 | 4% | -18% | -14% | 5%
7 | c1ccc(Cn2c(NCc3ccco3)nc3ccccc32)cc1 | -23 | 5% | 16% | 1 | 10% | 9% | 0% | -8%
8 | O=C(CSc1ccc(Cl)cc1)NCc1ccco1 | 0 | -2% | -12% | 2 | 7% | -22% | ? | -13%
9 | CCc1cccc(NC(=O)Cn2c(C(=O)OC)cc3occc32)c1 | · | · | 17% | 7 | · | 19% | 22% | ·
10 | CC1(C)CC(=O)C2=C(C1)N(c1ccccc1)C(=O)C2(O)C(F)(F)F (stereo unspecified) | -15 | -9% | 2% | -8 | 0% | · | 9% | 0%
11 | COC(=O)c1ccc(OCc2nn[nH]n2)cc1 | 14 | 0% | 1% | 1 | 5% | -13% | 1% | 0%
12 | Cn1ccnc1Sc1ccccc1[N+](=O)[O-] | 2 | 6% | 10% | 5 | 8% | -34% | 24% | 6%
13 | Cc1ccc(NC(=O)COC(=O)c2c(-c3ccccc3)noc2C)c(C)c1 | 0 | -2% | 2% | 1 | 1% | -15% | -14% | 1%
14 | O=C(CCc1nc2ccccc2c(=O)[nH]1)NCc1ccccn1 | -10 | 0% | -4% | -5 | 1% | 7% | -24% | 10%
15 | Cc1ccc(C(=O)Nc2ccc(C(=O)N3CCCCC3)cc2)cc1 | -4 | 0% | -3% | -1 | 8% | -4% | 0% | -2%[57.1 µM]
16 | CCOC(=O)N1CCN(C2CCCN(C(=O)c3cccc(N(C)C)c3)C2)CC1 (stereo unspecified) | 1 | -3% | -2% | -7 | 1% | -28% | 5% | 5%
17 | CCC[N+](CC#CCO)(CC#Cc1ccccc1)CCC | 7 | -4% | -8% | 11 | 4% | -20% | -20% | -1%
18 | Cc1sc(NC(=O)c2ccccc2)c(C(=O)NC(C)C)c1C | 14 | -9% | 14% | 3 | -2% | 1% | -2% | 13%
19 | O=C(Cn1cc2c(n1)CCCCC2)N1CCc2ccccc21 | 11 | 2% | ? | 0 | 1% | -23% | 4% | 16%
20 | CN(CC(=O)NCc1ccc(F)cc1)S(=O)(=O)c1ccc(Br)s1 | -5 | 1% | -29% | -8 | 4% | -9% | -7% | -2%

Further structures.
#	mol	DRD3 antagonist	aSyn rescue	Abeta yeast res	DRD3 agonist	EPAC2 agonist	FUS yeast rescue	TDP43 rescue	EPAC2 antagonist
21	O=C(COC(=O)Cc1ccsc1)NNC(=O)c1ccccc1	2	2%	-5%	1	2%	-29%	5%	-11%
22	COc1ccc(/C=C(\NC(=O)c2ccccc2)C(=O)NCc2ccco2)cc1	6	-3%	-18%	5	7%	10%	4%	1%
23	CC(NC(=O)c1cc(COc2cccc(C(F)(F)F)c2)on1)c1nccs1 (stereo unspecified)	9	4%	10%	4	0%	·	18%	-6%
24	Cc1cccc(CCNC(=O)c2nc(-c3ccc(Cl)cc3)n3c2CCCCC3)c1	·	·	-17%	-5	·	43%	?	·
25	COc1ccc(-c2cc3nc(-c4ccccc4)cc(C(F)(F)F)n3n2)cc1	·	·	20%	2	·	16%	18%	·
26	O=C(Nc1cccnc1)c1cc(-c2cccs2)on1	-61*	8%	-10%	-23	2%	22%	-6%	-10%
27	CC(=O)Nc1nc(NCc2ccccc2Cl)n(-c2ccccc2)n1	-12	-13%	-8%	2	12%	-13%	0%	0%
28	COc1ccc(NC(=O)COC(=O)CCSc2ccccc2)cc1	19	5%	7%	0	5%	·	9%	-15%
29	O=C(CC1SC(N2CCCCC2)=NC1=O)Nc1ccc(C(=O)NCc2ccccc2)cc1 (stereo unspecified)	14	4%	3%	7	5%	·	17%	18%
30	CN1CCN(c2ccc(NC(=O)CSc3nnnn3-c3ccccc3F)cc2)CC1	6	-1%	9%	-1	5%	8%	-4%	13%
31	CCOC(=O)c1cnc2c(C#N)c(C)nn2c1C	-18	1%	-28%	-4	5%	-2%	-11%	-1%
32	COc1cccc(CN2CC(C(=O)N(C)CCc3ccccc3)CCC2=O)c1 (stereo unspecified)	5	8%	16%	0	5%	17%	4%	4%
33	COc1ccc(C(=O)c2c[nH]c(C(=O)NCc3ccco3)c2)cc1	-13	-7%	-12%	-2	4%	6%	-10%	9%
34	CC(C)CN(CCCNC(=O)CN1C(=O)COc2ccc(S(=O)(=O)N3CCC(C)CC3)cc21)CC(C)C	14	2%	6%	2	-20%	-38%	3%	-4%
35	OC(c1ccc(Cl)c(F)c1)c1ncc(-c2ccc(F)cc2)[nH]1 (stereo unspecified)	8	0%	1%	3	6%	-25%	16%	-10%
36	Cn1c(Cc2ccccc2)nnc1SCc1ccc(C(=O)O)cc1	12	3%	-1%	-17	7%	-5%	-28%	4%
37	CCCCOc1cccc(C(=O)Nc2cccc3ccc(C)nc23)c1	·	·	-6%	10	·	1%	8%	·
38	CCOC(=O)C1=NNC2C(=O)N(CC)C(=O)C12 (stereo unspecified)	21	2%	19%	3	4%	-6%	4%	-3%
39	O=S(=O)(c1cccc(Cl)c1)c1nnn2c1nc(NCc1ccc3c(c1)OCO3)c1sccc12	·	·	1%	16	·	0%	2%	·
40	COc1cc(SC)ccc1C(=O)N1CCN(c2ccc(O)cc2)CC1	0	9%	11%	1	8%	14%	25%	-4%
41	Cc1ccc(C)c(NC(=O)CCn2nc(C)cc2C)c1	0	5%	17%	6	-1%	-26%	9%	1%
42	Nc1nc2n[nH]nc2c(=O)[nH]1	-6	-1%	-2%	-2	7%	-21%	-1%	1%
43	COC(=O)c1ccc(NC(=O)C(=O)c2cn(CC(=O)N3CCOCC3)c3ccccc23)cc1	1	-8%	·	5	2%	-19%	4%	-7%
44	O=[N+]([O-])c1ccc(Cl)c(-c2ccc(/C=N/n3cnnc3)o2)c1	-18	-2%	-2%	-17	14%	6%	-7%	1%
45	COc1ccc(Nc2cc(C(=O)NCc3ccccc3OC)c3ccccc3n2)cc1	·	·	-7%	-10	·	-13%	10%	·

Ordered by formula weight (rising): some entries from above.
#	mol	DRD3 antagonist	aSyn rescue	Abeta yeast res	DRD3 agonist	EPAC2 agonist	FUS yeast rescue	TDP43 rescue	EPAC2 antagonist
42	Nc1nc2n[nH]nc2c(=O)[nH]1	-6	-1%	-2%	-2	7%	-21%	-1%	1%
31	CCOC(=O)c1cnc2c(C#N)c(C)nn2c1C	-18	1%	-28%	-4	5%	-2%	-11%	-1%
27	CC(=O)Nc1nc(NCc2ccccc2Cl)n(-c2ccccc2)n1	-12	-13%	-8%	2	12%	-13%	0%	0%
40	COc1cc(SC)ccc1C(=O)N1CCN(c2ccc(O)cc2)CC1	0	9%	11%	1	8%	14%	25%	-4%
22	COc1ccc(/C=C(\NC(=O)c2ccccc2)C(=O)NCc2ccco2)cc1	6	-3%	-18%	5	7%	10%	4%	1%
32	COc1cccc(CN2CC(C(=O)N(C)CCc3ccccc3)CCC2=O)c1 (stereo unspecified)	5	8%	16%	0	5%	17%	4%	4%
23	CC(NC(=O)c1cc(COc2cccc(C(F)(F)F)c2)on1)c1nccs1 (stereo unspecified)	9	4%	10%	4	0%	·	18%	-6%

The results go on.
#	mol	DRD3 antagonist	aSyn rescue	Abeta yeast res	DRD3 agonist	EPAC2 agonist	FUS yeast rescue	TDP43 rescue	EPAC2 antagonist
46	Cc1cc(=O)n2[nH]c(N)c(N=Nc3ccccc3F)c2n1	-18	-8%	-3%	2	-9%	8%	19%	1%
47	Cc1cc(C(=O)CSc2nn(-c3ccccc3)c(=S)s2)c(C)n1Cc1ccco1	-16	-3%	-4%	-10	10%	19%	-15%	4%
48	COc1ccccc1-c1cc(C(=O)NCCCN2CCOCC2)no1	-2	-3%	3%	-16	16%	16%	-17%	-1%
49	CCCCC1CC(=O)NC1(C(=O)OCC)C(=O)OCC (stereo unspecified)	-15	-14%	-1%	3	-4%	-11%	1%	2%
50	COc1ccc(C(=O)NCc2cnn(C)c2)cc1OC1CCN(C(C)C)CC1	26	0%	15%	5	2%	17%	-1%	-2%
51	CC(=NC1CC1)C1=C(O)c2ccccc2C1=O	-5	-2%	-18%	3	-5%	-4%	0%	2%
52	CCc1cc2c(CN3CCN(C)CC3)cc(=O)oc2cc1O	?	8%	11%	2	0%	12%	13%	5%
53	O=C1CCC/C(=N\NC(=O)c2ccc(NS(=O)(=O)c3ccc(Br)cc3)cc2)C1	0	-6%	6%	3	1%	·	16%	18%
